PKM2 activator = PKM2 (human) enzyme activation; purified PKM2, Kinase-Glo ATP luminescence, activation; response scale: 0% is enzyme alone, no compound; Potency, µM (series often up to 57.5 µM), for the others: at the highest dose activation, hits mostly activators; actives 0.34% (n = 260,000); note: potency is the fitted concentration of half-maximal effect; % is set by controls: 0 for no effect and ±100 for the full control effect; nearly all actives have a fitted effect of over 55% in size
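hPK-M2, >95% pure; 0.1 mM ADP / 0.5 mM PEP final; imidazole pH7.2 buffer w/ 7 mM MgCl2, 50 mM KCl; 1 h RT; Kinase-Glo lum. Intermediate enzyme activity for dual inhibitor/activator qHTS.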
Menin MLL FP TR = inhibitors of human menin-MLL interaction, mutant MLL peptide; O00255; Menin + Texas Red MLL mutant peptide, fluorescence polarization; Potency, µM (top dose mostly 61.6 µM), without a hit: top-dose FP activity change, negative = inhibition, most hits filed as inhibitors; actives 0.23% (n = 270,000); AID 1768; active = well fitted inhibition curve with a large enough effect in the polarisation, with a control signal flat, not every such curve was filed as active; inconclusive = small, poorly fitted or top-dose-only effect, or effect the other way, or a change in a side signal; inactive = no such curve, though single readings can be large or run the other way; the % refers to the polarisation; note: potency is the fitted concentration of half-maximal effect; % of control where 0% means no effect; many of its hits are not listed in these tables
Target sequence (O00255 whole entry, looked up): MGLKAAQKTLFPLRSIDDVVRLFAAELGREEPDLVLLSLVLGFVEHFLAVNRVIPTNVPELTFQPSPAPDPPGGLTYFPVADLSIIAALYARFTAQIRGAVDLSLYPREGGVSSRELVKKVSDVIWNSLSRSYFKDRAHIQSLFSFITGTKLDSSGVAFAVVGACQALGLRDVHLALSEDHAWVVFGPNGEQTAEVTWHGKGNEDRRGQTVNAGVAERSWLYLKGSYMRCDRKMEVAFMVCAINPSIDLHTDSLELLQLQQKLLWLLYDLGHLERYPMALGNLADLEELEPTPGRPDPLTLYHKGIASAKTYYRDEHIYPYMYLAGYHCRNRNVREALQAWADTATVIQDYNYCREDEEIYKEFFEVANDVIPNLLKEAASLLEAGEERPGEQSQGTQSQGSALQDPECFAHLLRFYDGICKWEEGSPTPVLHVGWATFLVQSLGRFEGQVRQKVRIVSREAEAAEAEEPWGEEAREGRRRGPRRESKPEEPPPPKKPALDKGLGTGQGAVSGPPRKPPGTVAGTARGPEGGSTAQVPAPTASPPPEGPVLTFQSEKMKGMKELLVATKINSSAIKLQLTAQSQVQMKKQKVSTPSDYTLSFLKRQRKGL
B2AR arrestin = beta2AR (human) beta-arrestin recruitment activity | P07550 | beta-arrestin recruitment to beta2AR, cell-based reporter | Potency, µM (doses to about 46.1 µM), without a hit: at the top dose activation, actives largely listed as activators | actives 0.02% (n = 330,000) | AID 492947;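 note: potency is the fitted concentration of half-maximal effect; 0% = DMSO controls and full agonism = EC100 isoproterenol or metaproterenol; nearly all actives have a fitted effect of over 65% in size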
Target sequence (P07550 whole entry, looked up): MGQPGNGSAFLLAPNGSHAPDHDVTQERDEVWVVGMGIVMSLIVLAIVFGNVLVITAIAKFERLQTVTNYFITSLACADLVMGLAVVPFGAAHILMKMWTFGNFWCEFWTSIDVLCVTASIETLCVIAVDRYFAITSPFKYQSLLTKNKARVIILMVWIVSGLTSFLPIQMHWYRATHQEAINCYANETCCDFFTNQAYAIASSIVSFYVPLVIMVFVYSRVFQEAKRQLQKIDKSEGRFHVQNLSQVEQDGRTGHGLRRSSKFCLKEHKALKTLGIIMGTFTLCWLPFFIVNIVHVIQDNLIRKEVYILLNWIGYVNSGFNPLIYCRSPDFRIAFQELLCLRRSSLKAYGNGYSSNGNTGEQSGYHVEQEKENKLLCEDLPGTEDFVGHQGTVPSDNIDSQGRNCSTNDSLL
KCNH2 3.1 inh = KCNH2 3.1 (human) potassium channel inhibition; U2OS KCNH2 3.1, thallium flux FluxOr; active compounds read low; activity change, % (tested at about 1.8 µM); actives 0.95% (n = 340,000); AID 720553;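 active = maximum activity change below -70%; inconclusive = maximum activity change from -70% to -50%; inactive = maximum activity change above -50%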;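 note: thallium influx rate constant from kinetic fluorescence after stimulation buffer; % is set by controls: 0 for no effect and ±100 for the full control effect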
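Steps: virus added to U2OS suspension (4 h, RT, dark); medium with 10% FBS added, cells plated, 37 C overnight; FluxOr/Red40 loading buffer 45 min RT; stimulation buffer, 2 min kinetic read; rate constant normalized.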
Giardia kill = Giardia lamblia killing; Giardia lamblia trophozoite viability; activity change, % at 7.66 µM, hits read low; actives 0.15% (n = 340,000); AID 540267; in the data active = activity change below about -80%; inconclusive = between about -30% and that limit;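 note: parasites exposed to compound for two days anaerobically before the ATP read; % is set by controls: 0 for no effect and ±100 for the full control effect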
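Giardia lamblia trophozoites (100 cells/well) were incubated with compounds for 48 h at 37 deg C under anaerobic conditions. Viability was read as ATP content by one-step luminescence after 15-30 min at room temperature.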
TRPV1 agonist = agonists of human vanilloid receptor 1 (TRPV1). Q8NER1. TRPV1-expressing cells, Fluo-8 calcium influx, agonist mode. activation, % at 8.33 µM. actives 0.19% (n = 320,000); in the data active = activation above about 80%; inconclusive = between about 30% and that limit; note: 0% is about no effect
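TRPV1-expressing cells were cultured overnight at 35.5C and loaded with Fluo-8 calcium dye for 40 to 90 min at room temperature. After a 10 s baseline, compound was added and calcium influx was read kinetically for 3 min (ex 480/em 520 nm).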
GALK inhibitor = inhibitors of human galactokinase. P51570. Potency, µM (top dose mostly 57.5 µM), for the others: at the top dose activity change, negative = inhibition, actives largely listed as inhibitors. Purified GALK, Kinase-Glo residual ATP luminescence. actives 0.007% (n = 270,000); note: potency is the fitted concentration of half-maximal effect; % is set by controls: 0 for no effect and ±100 for the full control effect
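Galactose (100 uM) and ATP (35 uM) were turned over by 5 nM GALK for 1 h at RT. Kinase-Glo Plus then converted the remaining ATP into a luminescent signal.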
MLL CXXC-DNA inh = MLL CXXC-DNA interaction inhibition. Potency, µM (titrated, usually from 115 µM), without a hit: at the top dose activity change, negative = inhibition, hits mostly inhibitors. AID 2662. MLL-CXXC / FITC-HOXA9 DNA fluorescence polarization. actives 0.037% (n = 290,000); active = well fitted inhibition curve with a large enough effect in the polarisation, with a control signal flat, not every such curve was filed as active; inconclusive = small, poorly fitted or top-dose-only effect, or effect the other way, or a change in a side signal; inactive = no such curve, though single readings can be large or run the other way; the % refers to the polarisation; note: potency is the fitted concentration of half-maximal effect
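Steps: dispense CXXC domain solution (7 uM) → pin compounds or unlabeled HOX-A9 DNA control → 5 min ambient → add FLSN-HOX-A9 solution (50 nM) → spin → 30 min ambient → fluorescence polarization. Tris pH 7.5/NaCl/DTT/BSA buffer.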
USP2a block = USP2a (human) protease inhibition; Potency, µM (highest dose often 38.3 µM), inactives show top-dose activity change, negative = inhibition, most hits filed as inhibitors; O75604; USP2 core, Ub-CHOP2 coupled fluorogenic reporter, 485/531; actives 0.01% (n = 330,000);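 note: potency is the fitted concentration of half-maximal effect; plate controls were DMSO wells for no effect and full inhibition by NEM control for full effect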
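Cell-free coupled assay: 10nM USP2 core preincubated 30min RT with compound in Tris-HCl pH 8.0/CaCl2/CHAPS buffer, then 25nM Ub-CHOP2 and 25nM reporter substrate; fluorescence (Ex 485/Em 531) read after 60min RT, normalized to NEM inhibition, concentration-response curves fitted.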
KCNH2 WT inh = KCNH2 (human, wildtype) channel inhibition. Q12809. U2OS, BacMam KCNH2, thallium flux FluxOr; active compounds read low. activity change, % at 1.84 µM. actives 0.37% (n = 340,000). AID 720551;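 active = maximum activity change below -70%; inconclusive = maximum activity change between -70% and -50%; inactive = maximum activity change above -50%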; note: % is set by controls: 0 for no effect and ±100 for the full control effect
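U2OS cells transduced with wild-type KCNH2 virus are loaded with FluxOr dye for 45 min, and thallium flux is measured in kinetic reads before and after stimulation buffer. Rate constants are normalized to DMSO controls.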
FBPA coupling cs = counter-screen for Giardia aldolase inhibitors: coupling enzyme system. activity change, negative = inhibition, % at 58.2 µM, hits read low. actives 0.67% (n = 290,000). AID 2472. coupling enzyme system counterscreen, AmpLite Red fluorescence; in the data active = activity change below about -30%; note: % is set by controls: 0 for no effect and ±100 for the full control effect
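Fluorescence at 525 nm excitation and 598 nm emission measured inhibition of the coupled detection system without aldolase. Compounds (at 57.5 uM final) were preincubated 10 min at room temperature with coupling enzyme reagent before a 20 min substrate/AmpLite Red step.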
The depositor's hits bear a star; i = inactive; u = inconclusive; x = not tested or not shown; [ ] = remark or other dose. Unless noted, calls come from the whole dose curve; as a rule, active = well fitted curve in the direction sought with a large enough effect; inconclusive = small, poorly fitted or top-dose-only effect, or another doubt; inactive = no such curve, though single readings can be large; an effect the other way counts as inactive or inconclusive. Not all compounds are listed; rates above refer to the full screens.

SMILES | PKM2 activator | Menin MLL FP TR | B2AR arrestin | KCNH2 3.1 inh | Giardia kill | TRPV1 agonist | GALK inhibitor | MLL CXXC-DNA inh | USP2a block | KCNH2 WT inh | FBPA coupling cs
CCCn1nnnc1SCC(=O)Nc1nnc(CC)s1 | 2% | 24% | -0.6% | 5 | 2 | -1 | 0% | -9% | 2% | 0 | -1
O=C(O)Cc1ccc(O)c(F)c1 | 3% | 9% | -0.4% | -6 | 5 | 1 | -2% | -2% | 2% | 5 | 0
C[C@@H]1C=C(C(=O)N2CCOCC2)O[C@H](OCc2ccc(CO)cc2)C1 | -2% | 5% | -0.4% | 9 | -17 | 2 | 1% | u | -1% | 2 | 3
Cc1ccc(-c2nn(-c3ccccc3)cc2/C=N/NC(=O)c2ccncc2)o1 | 5% | 44%[activator] | 0.2% | 0 | -2 | u | 15% | 6% | 1% | 4 | 4
CCN1CCCC1CNC(=O)C1CCCN(S(=O)(=O)c2cccc3nsnc23)C1 (stereo not given) | -9% | -7% | -0.1% | -3 | -3 | -1 | -2% | -1% | 1% | 5 | 1
C/C(=N\NC(=O)c1cccc(S(=O)(=O)N2CCCC2)c1)c1ccc(OCC(=O)N(C)C)cc1 | x | x | -0.1% | -33 | -8 | 10 | x | x | 0% | 2 | x
O=c1cc(Cl)c(-c2ccccc2)n[nH]1 | 8% | 6% | 0.2% | 15 | 18 | -1 | -4% | 2% | -1% | -14 | 1
COc1cc(/C=N/NC(=O)c2cccnc2)ccc1OC(=O)c1cccc(Br)c1 | 0% | x | -0.7% | -11 | 17 | 2 | -6% | -7% | 2% | -4 | x
CC(=O)c1ccc(NS(=O)(=O)c2ccccc2)cc1 | 11% | -19% | 0.3% | -8 | -17 | 0 | -1% | 0% | 2% | -8 | -3
Cc1ccc(NC(=S)NCC2CCCO2)cc1C (stereo not given) | -7% | -10% | -0.6% | 3 | -7 | 0 | 0% | 0% | 0% | -2 | 1
COc1cc(C(=O)NCCCN2CCCC2=O)ccc1OCc1ccc(Cl)cc1Cl | x | x | 0.2% | -1 | -9 | 0 | x | x | -2% | 21 | x
Cc1ccc(NC(=O)c2ccccc2)s1 | -18% | -2% | -0.2% | -2 | -19 | u | 0% | 10% | 1% | -3 | -2
Cc1c(C)c2ccc(OCC(=O)NC(Cc3ccc(Cl)cc3)C(=O)O)cc2oc1=O (stereo not given) | 0% | 18% | -0.2% | -5 | 25 | 0 | x | u | 0% | 1 | 1
O=C(CN1CCc2ccccc21)NC(c1ccccc1)c1ccccc1 | -5% | -9% | -0.1% | 0 | -12 | 11 | 0% | 12% | 1% | -19 | 0
Clc1cccc(Cl)c1COc1ccccn1 | 15% | -11% | -0.1% | -9 | 6 | 3 | -1% | -1% | 3% | 23 | -1
COc1ccc(-n2c(SCC(=O)NCC3CCCO3)nc3c(c2=O)SCC3)cc1OC (stereo not given) | -3% | x | 0.7% | -22 | 10 | -3 | 0% | 8% | 2% | 18 | x
O=C(OCc1cn(Cc2ccccc2)nn1)c1ccccc1 | -7% | x | -0.4% | -1 | -15 | u | -1% | 2% | 4% | 6 | 3
COc1ccc(OC)c(Nc2c3ccccc3nc3ccccc23)c1 | x | u | -0.3% | -39 | 4 | 0 | 2% | u | -4% | 1 | 1
CCOC(=O)N1CCN(S(=O)(=O)N2CCCC(C(=O)NCCCN3CC(C)CC(C)C3)C2)CC1 (stereo not given) | -5% | -12% | 2.3% | -3 | 16 | 0 | 0% | 38%[activator] | 2% | 15 | 1
CCOC(=O)c1c(C)[nH]c(C(=O)CSc2nc(C)cc(C)n2)c1C | 9% | -6% | -0.2% | x | 16 | 3 | 1% | 15% | 3% | 34 | 3

Next section; the last 2 above are carried over.
SMILES | PKM2 activator | Menin MLL FP TR | B2AR arrestin | KCNH2 3.1 inh | Giardia kill | TRPV1 agonist | GALK inhibitor | MLL CXXC-DNA inh | USP2a block | KCNH2 WT inh | FBPA coupling cs
CCOC(=O)N1CCN(S(=O)(=O)N2CCCC(C(=O)NCCCN3CC(C)CC(C)C3)C2)CC1 (stereo not given) | -5% | -12% | 2.3% | -3 | 16 | 0 | 0% | 38%[activator] | 2% | 15 | 1
CCOC(=O)c1c(C)[nH]c(C(=O)CSc2nc(C)cc(C)n2)c1C | 9% | -6% | -0.2% | x | 16 | 3 | 1% | 15% | 3% | 34 | 3
COc1ccc(Nc2ccc(S(=O)(=O)N3CCCCCC3)cc2[N+](=O)[O-])cc1 | -2% | -4% | -0.8% | -40 | -13 | -3 | -1% | 6% | 4% | -4 | 0
CC[C@]12c3[nH]c4ccc(Cl)cc4c3CCN1C(=O)[C@@H](CC(=O)NCCCn1ccnc1)C[C@@H]2C(=O)N1CCN(C(=O)C2CC2)CC1 | x | x | 0.0% | 12 | -27 | x | x | x | 1% | 0 | x
COc1ccc(CC2(CO)CCN(S(=O)(=O)c3cccc4cccnc34)CC2)cc1 | 0% | -23% | -0.1% | -10 | 14 | -1 | -4% | -3% | -2% | -2 | 1
COc1cc(C(=O)NNc2nc3cc4c(cc3s2)OCO4)cc(OC)c1OC | -6% | 0% | -1.6% | 8 | 18 | 1 | x | 11% | -4% | -8 | 0
CC(C)C(C)(C#N)NC(=O)CN1C(=O)NC2(CCCc3ccccc32)C1=O (stereo not given) | 1% | x | -0.1% | 13 | 5 | 3 | 1% | 27% | 2% | -7 | x
CCOCC(=O)Nc1ccccc1C(=O)N1CCOCC1 | 1% | 2% | 0.5% | 3 | -15 | 2 | 6% | 4% | 2% | i | 4
CCOC(=O)CSc1ccc(S(=O)(=O)N(C)C2CCCCC2)cc1[N+](=O)[O-] | 0% | x | 0.1% | -15 | -5 | 3 | -1% | -2% | 0% | -20 | 0
CCOc1cc(CNCc2ccccn2)cc(Cl)c1OCC | 1% | 2% | 0.1% | 6 | -2 | 3 | 3% | -4% | 2% | 3 | 0
CCCCC(=O)Nc1ccc2c3c(cccc13)CC2 | 7% | -4% | 2.7% | 1 | 3 | 22 | x | 6% | 1% | -2 | 1
O=C(O)c1ccccc1/C=N/NC(=S)NC1CCCCC1 | -5% | x | -0.3% | 16 | -11 | 1 | -1% | 1% | 0% | -24 | 8
CC(C)n1nc(C(=O)NC2CCCCCC2)c2ccccc2c1=O | x | x | 0.2% | 10 | 0 | u | x | x | 0% | -2 | x
COc1ccc(N2C(=O)CC(Sc3nc(C)cc(C)c3C#N)C2=O)cc1 (stereo not given) | -1% | 7% | 0.0% | 0 | 0 | -1 | -6% | -10% | 2% | 0 | 1
CC1CCN(C(=O)c2cc(N3C(=O)C4C5CCC(C5)C4C3=O)ccc2Cl)CC1 (stereo not given) | 3% | -18% | -0.3% | x | x | 3 | 0% | 0% | 1% | x | -4
CCOC(=O)C1=C(COC(=O)CCc2ccc(F)cc2)NC(=O)NC1C (stereo not given) | x | x | -2.9% | -7 | -18 | 5 | x | x | 2% | -9 | x
CCCS(=O)(=O)c1nc(S(=O)(=O)c2ccc(C)cc2)c(NCCCn2ccnc2)s1 | x | x | -0.1% | 2 | 12 | 1 | -5% | 37% | 3% | -1 | x
CC(C)NC(=O)COC(=O)c1ccc(Cl)c(S(N)(=O)=O)c1 | 0% | 0% | -0.3% | -5 | -4 | 0 | 14% | -2% | 1% | -4 | 0
COc1ccc(Cc2nnc(NC(=O)c3cccs3)s2)cc1 | 2% | 26% | -0.2% | 24 | 10 | -2 | 12% | -1% | 1% | -10 | 4
CCn1cc(Cl)c(C(=O)Nc2ccc(OC)c(OC)c2)n1 | 5% | 7% | -0.1% | x | 5 | 2 | -2% | 8% | -1% | -11 | -1

Of the compounds above, these have an NH in an aromatic ring.
SMILES | PKM2 activator | Menin MLL FP TR | B2AR arrestin | KCNH2 3.1 inh | Giardia kill | TRPV1 agonist | GALK inhibitor | MLL CXXC-DNA inh | USP2a block | KCNH2 WT inh | FBPA coupling cs
O=c1cc(Cl)c(-c2ccccc2)n[nH]1 | 8% | 6% | 0.2% | 15 | 18 | -1 | -4% | 2% | -1% | -14 | 1
CCOC(=O)c1c(C)[nH]c(C(=O)CSc2nc(C)cc(C)n2)c1C | 9% | -6% | -0.2% | x | 16 | 3 | 1% | 15% | 3% | 34 | 3
CC[C@]12c3[nH]c4ccc(Cl)cc4c3CCN1C(=O)[C@@H](CC(=O)NCCCn1ccnc1)C[C@@H]2C(=O)N1CCN(C(=O)C2CC2)CC1 | x | x | 0.0% | 12 | -27 | x | x | x | 1% | 0 | x
